# bCat nuc transl: alters nuclear translocation of beta-catenin in HeLa cells | immunofluorescence imaging | nuclear translocation activity, % at 5 µM | 190,000 compounds, 0.3% hits | AID 1665;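 active = nuclear translocation activity above 50% at 5 µM, with a well cell count of 50 or more; inconclusive = wells under 50 cells across six images, flagged as toxic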;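 note: per-cell ratio of nuclear to cytoplasmic median beta-catenin stain intensity; plate controls were DMSO negative control for no effect and GSK-3 inhibitor IX positive control for full effect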
#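 System: HeLa cells, endogenous beta-catenin; compound dosing: 5 µM primary single dose, 0.1% DMSO, 0.02–20 µM confirmation series; incubation: 24 h compound exposure at 37°C, 5% CO2; signal: beta-catenin immunofluorescence imaging with DAPI; evaluation: % activation, nuclear-to-cytoplasmic median beta-catenin signal ratio per cell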
# Dynein transport: blocks dynein driven cargo transport along microtubules; z-score, hits read low; 220,000 compounds, 0.47% hits; 3617.4 mouse cells, GR-EGFP nuclear translocation imaging; test concentration mostly 20 µM; stimulated with dexamethasone, 1 µM; hits give low values; AID 1381;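 active = plate z-score of nuclear minus cytoplasmic receptor signal below a set negative limit, without overly bright fluorescence or cell loss, cut at about -3.5 in these data, passing the limit was not always enough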;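 note: z-score of nuclear minus cytoplasmic ring GR-EGFP intensity difference per well; some compounds called inactive have numbers as strong as hits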
#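 Buffer or medium: tet-free medium with charcoal-stripped serum / Also added: dexamethasone agonist, 1.0 µM final, for 30 min / Timing: induction 48 h, compound 1 h, agonist 30 min / Measured by: high-content fluorescence imaging after fixation / Read-out: nuclear-to-cytoplasmic GR-EGFP distribution per well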
# MT stabilizer: microtubule stabilizers in HeLa cells | HeLa tubulin immunostaining HCS, 24 h; share of cells brighter than vehicle mean+2SD | % tubulin-high responders, % at 10 µM | 200,000 compounds, 0.83% hits;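 active = plate Z-score above 3 for both tubulin-high and condensed-nucleus cell shares, with cell loss under 80%, at 10 µM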;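 note: anti alpha tubulin signal scored within the nucleus-defined area of each cell; some results filed as inactive read as strong as hits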
# T cell HTS: T cell immune modulation candidate. calls only at 7 µM. AID 2052. 330,000 compounds, 0.068% hits. 2C CD8+ T cell-vesicle binding, flow cytometry; hits give low values;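 active = response, share of CD8 T cells binding vesicles, and their 90th percentile fluorescence all below set limits, cut at about 80% in these data, passing the limit was not always enough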
#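 Test system: purified 2C TCR transgenic mouse naive CD8+ T cells. Probe or stimulus: QL9-peptide-loaded Drosophila micro-vesicles bearing Ld, ICAM-1 and B7-1. Incubation: binding step 1.5 h, 37 °C, antibody labelling 20 min, ice. Measured by: flow cytometry of vesicle-bound cells.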
# Autophagy HCS: modulators of autophagy | MEF GFP-LC3 puncta imaging; test concentration mostly 10 µM | calls only at 10 µM (by protocol) | 190,000 compounds, 0.98% hits | AID 463193;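 active = percentage of spot-positive cells more than 3 SD above its plate mean, without a fluorescence outlier flag or 80% toxicity; inconclusive = no clear call, values can overlap the other calls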;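 note: spot-positive cell cutoff set from DMSO-treated cells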
# Insulin prom up: MIN6 insulin promoter up-regulation. MIN6 insulin promoter-GFP reporter, high-content imaging; hits give high values. z-score at 5 µM. 190,000 compounds, 0.3% hits. AID 1625;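 active = z-score above 3 at 5 µM with at least 500 cells counted in the well; inconclusive = wells under 500 cells, flagged as cytotoxic or low count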
# Hep lipid drop: modulators of hepatic lipid droplet formation | 240,000 compounds, 0.4% hits | inhibition, % at 6.5 µM | AID 1656 | AML12 mouse hepatocytes, oleate lipid droplets, BODIPY imaging;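 active = lipid droplet intensity inhibited by at least 50%, with more than 500 cells counted; inconclusive = wells with under 300 cells, treated as cytotoxic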
#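 System: AML12 hepatocytes (mouse). Probe or stimulus: oleic acid at 100 µM to induce lipid droplet formation. Times: overnight treatment with compound plus oleate. Detection: Image-based BODIPY and DAPI two-channel analysis. Evaluation: percent inhibition of filter-corrected integrated lipid droplet intensity per well.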
# ER stress rescue: protection against thapsigargin-triggered cell killing – 384-well, CSM14.1, ATP luminescence, primary screen (AID 1222) | cellular ATP content (survival), % at 20 µM; hits with a dose series show EC50 in µM | CSM14.1 thapsigargin-induced death rescue, ATP luminescence; higher % means a stronger effect | 190,000 tested, under 10 active;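 active = EC50 below 50 µM in the dose-response confirmation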;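 note: death triggered by thapsigargin at about 15 µM added after 2 h compound pretreatment; cell ATP read after overnight thapsigargin exposure of roughly 18 to 22 hours; normalized against plate controls of thapsigargin alone and 5% DMSO vehicle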
# Salmonella PhoP GFP: inhibitors of PhoP regulon expression, primary screen, Salmonella Typhimurium, GFP reporter (AID 1863). inhibition, % at 50 µM; hits with a dose series show IC50 in µM. 300,000 compounds, 0.16% hits. S. Typhimurium PhoP-regulated promoter GFP reporter, 4 h; higher % means a stronger effect;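 active = inhibition over 29.93%, a cutoff 3 SD above the screen mean, later confirmed by dose response; inconclusive = inhibition over 29.93% but no dose response follow-up; inactive = inhibition at most 29.93% or unconfirmed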;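 note: 0% = low Mg2+ inducing control and 100% = high Mg2+ repressing control; strong numbers were not always called active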
# Dynein transport cytoplasmic EGFP: further read-out of Dynein transport, marked with its call; z-score; measured here: cytoplasmic GR-EGFP intensity; hits give high values
# Dynein transport nuclear GR-EGFP: recorded beside Dynein transport, whose call it bears; z-score; measured here: nuclear GR-EGFP intensity;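 lower value marks the stronger effect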
# Dynein transport cell count: recorded beside Dynein transport, whose call it bears; z-score; measured here: cell count per field
# Insulin prom up cell count: recorded beside Insulin prom up, whose call it bears; cell count; measured here: cytotoxicity, nuclei count;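 total cells summed across four imaged fields per well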
# Hep lipid drop cells 6.5 µM: further read-out of Hep lipid drop, marked with its call; cell count; measured here: cell count, cytotoxicity flag;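 cells counted across two imaged fields per well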
# bCat nuc transl cell count 5 µM: further read-out of bCat nuc transl, marked with its call; cell count; measured here: cell count, cytotoxicity flag
# T cell HTS vesicle-bound %: also measured in T cell HTS; calls as there; double positive events, %; measured here: CD8+ vesicle-bound cell fraction;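 binding gate set so that unloaded-vesicle control wells show 10% double positive cells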
# MT stabilizer Hoechst-high %: also measured in MT stabilizer; calls as there; % Hoechst-high responders; measured here: nuclear condensation Hoechst responders;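 share of cells brighter than vehicle mean plus two SD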
# MT stabilizer cytotoxicity %: recorded beside MT stabilizer, whose call it bears; toxicity, %; measured here: cytotoxicity by cell density;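 0% = mean cell density of plate MIN control wells and 100% = no cells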
# Autophagy HCS cell loss 18 h: second read-out of Autophagy HCS, no call of its own (marks repeat the call); toxicity, %; measured here: cell loss, nuclei count;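 cell loss after 18 h compound exposure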
# * = called active by the depositor; i = inactive; ? = inconclusive; · = no result given. Rows are unselected; any-hit rate near 3%.
SMILES,bCat nuc transl,bCat nuc transl cell count 5 µM,Dynein transport,Dynein transport cytoplasmic EGFP,Dynein transport nuclear GR-EGFP,Dynein transport cell count,MT stabilizer,MT stabilizer Hoechst-high %,MT stabilizer cytotoxicity %,T cell HTS,T cell HTS vesicle-bound %,Autophagy HCS,Autophagy HCS cell loss 18 h,Insulin prom up,Insulin prom up cell count,Hep lipid drop,Hep lipid drop cells 6.5 µM,ER stress rescue,Salmonella PhoP GFP
COc1ccc(-c2c(C#N)c(N)n(N)c(=O)c2C#N)cc1Cl,-2.5,1012,0.82,-0.26,0.42,-0.9,3.3,0.9,4.4,i,20,i,2,-0.86,1545,-2,605,-0.5%,8%
COC(=O)c1ccc(-c2nn(C)c(=O)c3ccccc23)cc1,-1.0,1246,0.055,-0.22,0.32,-0.08,2.8,1.8,3.3,i,36,·,·,-0.96,1860,20,593,·,0%
CC(=O)N1CCC(N(CCN2CCOCC2)C(=S)Nc2cc(C)cc(C)c2)CC1,-0.3,1063,0.74,-0.19,0.57,0.26,3.9,2.0,6.0,i,34,i,-16,-0.12,1243,26,664,·,-13%
CC(C)(C)C(=O)/C=c1\[nH]c(=O)/c(=C\c2ccc(C#N)cc2)s1,4.7,1149,-0.81,-0.1,-0.2,0.23,2.7,1.7,2.6,i,35,i,-7,-1.9,1095,·,·,1.1%,-15%
Cn1c(=NC(=O)CSCC(=O)N2CCOCC2)sc2ccccc21,-2.3,1163,-0.83,-0.4,-0.19,1.2,1.1,1.1,10,i,50,i,-2,-0.16,790,6,796,3.0%,-3%
Cc1nc(-c2ccc([N+](=O)[O-])cc2)sc1C(=O)O,0.7,957,-1,-0.3,-0.44,0.84,4.7,2.1,7.9,i,50,i,-30,-1.3,1388,-2,723,3.3%,0%
Cc1ccc(S(=O)(=O)C/N=C(/NC(=S)N(c2ccccc2)c2ccccc2)c2ccccc2)cc1,·,·,-0.59,-0.025,-0.036,0.59,1.5,0.7,8.1,i,31,i,25,0.99,904,2,790,2.9%,-7%
O=C1/C(=C/c2ccc(O)c(O)c2)SC(=S)N1Nc1ccccc1,0.9,1150,-1.8,0.018,-0.76,0.82,8.4,2.6,3.6,·,·,i,-27,0.51,1284,27,654,3.5%,-11%
CCc1ccccc1N/C(=N\S(=O)(=O)c1ccccc1)C(F)(F)F,-1.8,898,0.77,-0.22,0.48,-0.2,4.7,1.8,6.6,i,63,i,-3,0.09,1335,-1,494,3.9%,-5%
CCOC(=O)N1CCN(C(=O)c2ccc(Cl)nc2)CC1,-1.2,1439,3.5,-0.52,1.8,-2.4,·,·,·,i,36,·,·,0.11,776,-4,667,·,·
COC(=O)C1=C(C)OC(N)=C(C#N)C1c1c(C)nn(-c2ccccc2)c1Cl (stereo unspecified),·,·,-0.69,-0.021,-0.018,-1.6,4.0,1.7,6.4,i,33,i,-1,0.08,1278,5,664,-3.7%,-11%
Cc1occc1C(=O)Nc1nnc(C2CCCCC2)s1,-0.4,1087,0.34,0.23,1.1,0.03,1.6,1.6,8.1,i,6,i,12,0.47,1190,·,·,0.5%,-10%
C=CCn1c(CCCNC(=O)CCC)nc2ccccc21,-1.7,1041,-1.1,-0.23,-0.71,2,2.3,1.5,4.9,i,25,i,7,0.21,1187,0,763,-1.0%,4%
O=C(NCCCN1CCCC1=O)c1cc(-c2ccc3c(c2)OCO3)nc2ccccc12,1.3,1514,-0.49,-0.32,0.3,0.36,3.9,2.2,4.9,i,58,i,10,-0.17,1411,·,·,-1.1%,3%
O=C(N/N=C/c1ccc(-c2ccccc2[N+](=O)[O-])o1)c1cncc(Br)c1,-2.9,1144,-0.88,-0.19,-0.5,1.5,2.4,3.2,8.8,i,61,i,-4,-0.22,1426,-6,643,-1.5%,-12%
O=C(CN1CCOc2ccccc21)NC1CCN(Cc2ccccc2)CC1,1.1,1150,-0.54,-0.24,-0.2,0.23,2.8,3.0,3.7,i,27,i,24,-0.92,994,·,·,0.2%,11%
OCCC1CN(Cc2cccn2-c2ncccn2)CCN1Cc1ccc(F)cc1 (stereo unspecified),-0.2,1291,0.71,-0.24,0.35,-0.26,·,·,·,i,29,·,·,-0.23,1101,-24,754,·,-7%
Cc1ccc(OC(=O)COc2ccccc2C)c(-n2nc3ccccc3n2)c1,-2.5,580,-0.84,-0.24,-0.82,1.2,2.5,1.5,2.4,i,27,i,1,·,·,-5,733,-2.5%,9%
COc1cccc(NS(=O)(=O)c2ccc3[nH]cc(C(=O)N(C)Cc4ccco4)c(=O)c3c2)c1,·,·,0.16,-0.25,0.23,-0.28,1.7,1.3,7.4,i,5,i,-11,0.12,887,-3,798,-0.4%,-12%
Nc1nc(-c2ccccc2)cs1,·,·,1.2,0.24,1.2,-2,1.2,1.0,4.6,i,6,i,-3,-1.2,990,12,773,-1.1%,16%
CN1CCN(C(=O)CCC(=O)O)CC1,-1.0,1286,-0.067,-0.27,0.37,0.12,·,·,·,i,54,·,·,0.04,1015,0,691,·,-3%
O=C(Cn1cnc([N+](=O)[O-])c1)Nc1cc(Oc2ccc(Cl)cc2Cl)cc([N+](=O)[O-])c1,?,·,-0.49,-0.26,-0.0011,-0.55,2.9,2.2,7.0,i,11,i,-11,·,·,-8,736,-2.6%,-1%
Cc1c(NC(=O)c2ccc(=O)oc2)c(=O)n(-c2ccccc2)n1C,-0.3,1088,-0.19,-0.35,-0.18,0.3,3.8,2.0,9.4,i,38,i,1,0.61,1596,9,673,-2.0%,11%
Cc1ccc(S(=O)(=O)N2CCN(C(=O)COc3ccc(NC(=O)c4ccco4)cc3)CC2)cc1,·,·,-0.074,-0.25,-0.22,0.31,2.7,2.5,6.6,i,46,i,3,·,·,14,782,-0.4%,0%
COC(=O)c1sc2ccccc2c1-n1cccc1C(=O)C(=O)Nc1ccc(C)cc1,·,·,0.98,-0.24,-0.42,-0.073,32*,38*,32*,i,58,i,-1,·,·,·,·,9.0%,-1%
Cc1ccccc1OCC(=O)NNC(=O)Nc1ccccc1,0.4,1566,-1.1,-0.21,-0.67,1.4,2.6,2.9,6.7,i,47,i,15,-0.31,1738,2,719,4.8%,-4%
O=C(N/N=C/c1cn(-c2ccccc2)nc1-c1ccc(F)cc1)c1ccc2c(c1)OCO2,0.6,1328,-0.39,-0.17,-0.29,0.51,16*,13*,13*,i,52,i,2,-0.44,1485,·,·,-5.5%,43%
CNC(=O)NC1CCCc2ccccc21 (stereo unspecified),-4.6,879,-0.21,-0.17,0.017,-0.058,2.4,1.9,6.5,i,43,i,-2,0.55,1193,·,·,-0.6%,26%
CCOc1ccccc1NC(=O)NCc1ccc(F)cc1,0.2,932,-0.44,-0.22,-0.12,1.1,2.6,1.9,12,i,42,i,-2,0.5,1559,2,676,0.8%,-7%
O=C1CN(Cc2cc(=O)oc3cc4c(cc23)CCC4)CCN1,-3.3,1074,-0.47,-0.31,0.18,-0.56,2.6,2.4,7.0,i,59,i,-8,-0.88,1347,23,731,-0.7%,-7%
C=CCNC(NC(=O)c1ccccc1)(C(=O)OCC)C(F)(F)F (stereo unspecified),1.8,1090,0.059,-0.22,-0.16,-0.47,3.6,2.4,5.3,i,45,i,6,0.24,1142,·,·,1.1%,11%
COc1ccc(S(=O)(=O)Cc2ccc(C(=O)N3CCN(C4CCCCC4)CC3)o2)cc1,0.7,1133,0.7,-0.076,0.6,-0.4,4.2,2.3,4.7,i,45,i,5,-0.3,899,·,·,0.9%,9%
Cc1nc2nc3c(cn2n1)C(=O)CCC3,-1.6,1006,0.29,-0.24,0.15,0.14,4.8,2.5,7.6,i,6,i,1,·,·,4,744,-1.3%,0%
O=C1CC(c2ccccc2)CC(O)=C1C=NCCCN1CCOCC1 (stereo unspecified),53*,351*,0.77,-0.25,0.66,0.47,1.3,2.2,17,i,5,i,8,·,·,-1,711,-2.9%,-3%
CC(C)=C(NC(=O)c1ccccc1)C(=O)Nc1cccc(C(=O)O)c1,-0.3,1003,0.49,0.056,0.4,0.14,1.1,1.5,3.6,i,54,i,-6,0.54,1489,3,740,-0.5%,-2%

# Compound activity from PubChem BioAssay.
